RBBP9 inh – blocks human serine hydrolase RBBP9; actives 0.2% (n = 220,000); recombinant RBBP9, FP-Rh probe fluorescence polarization; inhibition, % at 7.94 µM; O75884;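 active = inhibition above the campaign mean of all tested compounds plus 3 SD, cut at about 14% in these data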;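 also: plate controls were DMSO wells with RBBP9 for no effect and wells lacking RBBP9 protein for full effect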
Target sequence (O75884 whole entry, looked up): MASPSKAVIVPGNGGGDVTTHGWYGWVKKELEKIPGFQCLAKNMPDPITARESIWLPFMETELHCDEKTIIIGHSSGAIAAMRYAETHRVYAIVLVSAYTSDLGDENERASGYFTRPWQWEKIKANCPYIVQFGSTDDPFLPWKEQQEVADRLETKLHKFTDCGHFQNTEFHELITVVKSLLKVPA
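Test system – recombinant human RBBP9 · Input – RBBP9 2.5 µM in dispensing solution, pre-mixing · Medium – Tris buffer pH 8.0, NaCl, Pluronic · Schedule – preincubation 30 min plus labeling 45 min at 25 °C · Measured by – fluorescence polarization · Measure – % inhibition · Controls – DMSO and no-protein wells · Replicates – one well per compound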
TbHK1 inh – T. brucei hexokinase 1 inhibition; recombinant TbHK1, G6PDH-coupled NADH A340; actives 0.11% (n = 220,000); inhibition, % at 10 µM; AID 1430;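 active = inhibition of 50% or more in the single-dose primary screen; inactive = inhibition below 50%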
Calpain2 inh – inhibitors of pig calpain II | purified calpain II, fluorogenic peptide substrate, 30 min | inhibition, % at 16 µM | actives 0.37% (n = 220,000) | AID 1236;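 active = inhibition above about 50%, limit read from the data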
p47phox inh – inhibitors of human p47phox binding; p47phox/p22phox peptide binding, fluorescence polarization, 2 h; AID 1274; inhibition, % at 24.7 µM; P14598; actives 0.53% (n = 220,000);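 active = inhibition above about 30%, limit read from the data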;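 also: 0% = p47phox with labelled peptide and 100% = labelled peptide alone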
Target sequence (P14598 whole entry, looked up): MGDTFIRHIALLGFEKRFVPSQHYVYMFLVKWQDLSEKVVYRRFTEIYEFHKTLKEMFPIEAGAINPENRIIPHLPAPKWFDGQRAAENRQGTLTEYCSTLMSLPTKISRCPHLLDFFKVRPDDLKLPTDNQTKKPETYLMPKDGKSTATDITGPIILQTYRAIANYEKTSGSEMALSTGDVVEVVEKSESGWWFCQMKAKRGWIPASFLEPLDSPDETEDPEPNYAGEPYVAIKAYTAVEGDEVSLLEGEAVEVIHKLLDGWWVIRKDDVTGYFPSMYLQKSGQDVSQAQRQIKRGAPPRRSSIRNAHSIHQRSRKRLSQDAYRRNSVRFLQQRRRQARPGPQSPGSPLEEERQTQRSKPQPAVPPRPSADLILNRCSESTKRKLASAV
p97 ATPase inh – blocks human p97 ATPase activity; P55072; inhibition, % at 8 µM; recombinant p97 ATPase, Kinase-Glo ATP luminescence, 3 h; actives 0.42% (n = 220,000); in the data active = inhibition above about 15%;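 also: 0% = DMSO vehicle and 100% = wells lacking enzyme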
Runt-CBFb FRET – inhibitors of human RUNX1 Runt domain binding to CBFb; Q01196+Q13951; Cerulean-Runt/Venus-CBFb FRET ratio 530/480, 1 h; inhibition, % at 20 µM; actives 0.46% (n = 220,000); AID 1496;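 active = inhibition over about 50% at 20 µM in the single-dose screen, limit read from the data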;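 also: 0% = DMSO wells and 100% = excess unlabeled CBFb competitor control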
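Assay system: Cerulean-tagged RUNX1 Runt domain (FRET donor) fusion protein / Amount: 100 nM each of Venus-CBFb and Cerulean-Runt domain / Medium: Tris buffer pH 7.5 with salts and BSA / Also added: Venus-CBFb 100 nM / Schedule: 1 h complex formation plus 1 h compound treatment, room temperature / Signal: FRET fluorescence / Read-out: loss of energy transfer signal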
Runt-SMMHC FRET – inhibitors of human RUNX1 Runt domain binding to CBFb-SMMHC | Q01196+Q13951 | Cerulean-Runt/Venus-CBFb-SMMHC FRET ratio 530/480, 1 h | inhibition, % at 20 µM | actives 0.74% (n = 220,000);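 active = mean inhibition across duplicate retests at 20 µM reaching about 50%, limit read from the data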;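 also: 0% = DMSO wells and 100% = wells with excess untagged CBFb-SMMHC; inhibitors lower the FRET ratio by blocking Runt binding to CBFb-SMMHC; some results filed as inactive read as strong as hits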
Furin inh – human furin inhibition. AID 463115. purified furin, fluorogenic substrate cleavage. actives 0.061% (n = 220,000). inhibition, % at 30 µM; in the data active = inhibition above about 25%; also: inactives centre near -15
EBV gp42 inh – EBV gp42 inhibition; actives 0.42% (n = 220,000); inhibition, % (tested at 21.74 µM); Q1HVG2; Fluorescence polarization binding assay, mP read-out; AID 1085; in the data active = inhibition above about 50%
Target sequence (Q1HVG2 whole entry, looked up): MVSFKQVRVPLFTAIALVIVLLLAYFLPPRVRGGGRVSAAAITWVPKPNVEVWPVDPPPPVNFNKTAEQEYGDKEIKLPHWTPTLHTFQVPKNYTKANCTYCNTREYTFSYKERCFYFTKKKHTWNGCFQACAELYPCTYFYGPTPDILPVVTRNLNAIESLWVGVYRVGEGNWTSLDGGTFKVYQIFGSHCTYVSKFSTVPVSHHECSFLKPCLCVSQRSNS
Numbers without * were called inactive; nt = not tested or not shown; [ ] = dose if it differs, or a comment.

RBBP9 inh	TbHK1 inh	Calpain2 inh	p47phox inh	p97 ATPase inh	Runt-CBFb FRET	Runt-SMMHC FRET	Furin inh	EBV gp42 inh	Molecule
-2	-4	18	-6	3	-3	-5	-11[20 µM]	-15	COc1ccc(Br)cc1-c1noc(-c2ccccc2F)n1
7	-9	9	-5	6	4	7	-13	-18	Cc1cc(C(=O)Nc2ncn(Cc3ccc(F)cc3)n2)ccc1[N+](=O)[O-]
-2	29	-7	52*	3	20	3	-14	-137	CCSS(=O)(=O)c1cccc2cccnc12
-8	-4	nt	nt	0	nt	nt	-15[20 µM]	nt	COc1cccc(C2/C(=C(\O)c3ccc4c(c3)OCCO4)C(=O)C(=O)N2CCCN(C)C)c1OC (centres undefined)
7	9	16	-22	8	-1	2	-16	-31	O=C(CCNS(=O)(=O)c1ccc2c(c1)CCC(=O)N2)NCc1ccc2c(c1)OCO2
-9	-3	-137	4	-4	0	-3	-23	-7	O=c1c2ccccc2nc2n1CCCN2
-10	-11	0	-15	-6	-8	-1	11	-6	COc1ccc(C(=O)/C=C/C(=O)N(Cc2ccc(F)cc2)C(C(=O)NC2CCCCC2)c2ccncc2)c(O)c1 (centres undefined)
-11	2	-19	-12	4	-1	-3	-20	-19	C=CCn1c(CCNC(=O)C(C)(C)C)nc2ccccc21
3	5	-27	4	-1	0	2	-6	-8	O=C1CSC(c2ccccn2)N1c1ccc(F)cc1F (centres undefined)
0	-25	24	1	-3	-4	-1	-17[20 µM]	-3	CCOC(=O)c1sc(Nc2ccccc2)nc1C
-5	0	-2	-11	4	-5	-6	-14	13	CNc1ccc(/C=C/C(=O)c2ccc(C)cc2)cc1[N+](=O)[O-]
-7	1	-32	-14	1	0	0	-25	-1	COC(=O)c1[nH]nc2c1C(=O)N(Cc1ccccc1)C2=O
-6	39	-3	5	5	3	-3	-7	-7	C=CCN1C(=O)C(Cc2ccccc2)SC1=Nc1ccc(C(=O)O)cc1 (centres undefined)
nt	-32	-52	-15	nt	1	1	-13	-6	COc1cc(C(CCN2CCOCC2)c2c(OC)cc(OC)c3c(C)cc(=O)oc23)cc(OC)c1OC (centres undefined)
-6	-11	4	-28	1	2	5	-18[20 µM]	-4	Cc1cccc[n+]1C1C(c2ccccc2)C(C#N)=C(C(=C=[N-])C#N)NC1(O)C1CC1 (centres undefined)
-6	-4	-5	0	6	0	3	4	2	Cn1c(SCC(=O)Nc2cccc(S(=O)(=O)NC3=NCCCCC3)c2)nnc1-c1ccccc1
-19	-3	-3	-9	4	-1	1	-13	-17	O=C(Nc1ccccc1)Nc1cccc(Cl)c1Cl
14	-9	-24	-7	3	4	1	-4[20 µM]	-16	O=C(c1ccncc1)N1CCN(c2cccc(C(F)(F)F)c2)CC1
-7	-2	-35	-6	3	4	1	-28[20 µM]	17	CCOC(=O)C1=C(C)N(C)C(=O)NC1c1cccc(O)c1 (centres undefined)
-12	-7	-9	3	3	0	-6	-24	-8	CC(C)Sc1nc2c(cnn2-c2ccc(F)cc2)c(=O)[nH]1
-9	-44	-5	-9	4	-2	3	-10	-44	C[n+]1ccc(C(=O)N/N=C/c2ccco2)cc1
-7	0	8	-2	-1	-2	2	-18[20 µM]	4	O=C(COc1cc(Cl)c(Cl)cc1Cl)NCCN1CCOCC1
1	-9	-3	-11	1	1	0	-11	-9	CCCCn1nnc(NC(=O)c2ccc(-c3ccccc3[N+](=O)[O-])o2)n1
2	-5	-20	-9	2	1	3	-29	-8	CCOC(=O)c1[nH]c(=O)[nH]c1CN(Cc1ccco1)Cc1[nH]c(=O)[nH]c1C(=O)OCC
5	-9	-7	-6	2	5	6	-13	-7	COc1cc2[nH]c(=S)nc(NCc3cccs3)c2cc1OC
2	0	-109	-14	2	0	3	-23[20 µM]	-2	Fc1ccc(-c2nnc(CSc3nnc(-c4cccs4)o3)o2)cc1
-2	0	-3	-4	4	-1	-2	-21	-17	O=C(NNc1c(Cl)cccc1Cl)C1CCC1
-6	-22	-32	-13	0	0	2	-20	2	CN(CCC#N)C(=O)COC(=O)/C=C/c1cccs1
1	3	5	2	-2	-4	-4	-24	-4	CC(C)=C1C2CCC1C1C(=O)N(CCc3ccccc3)C(=O)C21 (centres undefined)
-3	2	7	-18	3	0	4	-12	2	Cc1cc(N2CCOCC2)nc(SCC(=O)c2ccc(Cl)cc2)n1
-8	-137	13	0	-1	2	0	3	-4	Cc1c(C(=O)/C=C/N(C)C)nnn1-c1ccc(Cl)cc1C#N
-6	3	-1	-10	2	-2	-4	7	-6	CN(C)CCCOC(=O)c1ccc(Br)cc1
-7	-1	36	-3	-6	-2	-2	-14[20 µM]	-9	CCOc1cc(CNc2ccccc2)cc(Br)c1OCC(=O)NC(C)(C)C
-9	2	-4	-3	-14	-1	4	-6[20 µM]	-8	CCn1cc(Br)c(C(=O)Nc2ccc(OC)cc2)n1
5	-7	14	-2	1	4	1	-17[20 µM]	-9	COc1cc2c(cc1OC)CN(CC(=O)Nc1ccc(C)cc1)CC2
3	0	0	-6	3	-2	-7	-28	-9	Cc1ccc(S(=O)(=O)N2c3ccc(S(N)(=O)=O)cc3CC2C)cc1 (centres undefined)
-5	6	5	6	4	1	6	-30	-11	O=C(CCN1C(=O)C2C3C=CC(C3)C2C1=O)NCc1cccnc1 (centres undefined)
-1	3	19	-4	0	1	-4	-28[20 µM]	-17	Nc1ccc(CN2CCCCCC2)cc1
-8	5	-21	-20	6	-1	2	-25	-12	Clc1ccc(-c2nnc3sc(-c4ccccn4)nn23)cc1
-2	-35	3	-6	0	7	7	-8	-3	O=C(N/N=C/C=C/c1ccccc1[N+](=O)[O-])c1cccs1
-6	6	22	3	3	-3	2	-12	-4	C[C@@H]1C[C@H]2[C@@H]3C[C@H](F)C4=CC(=O)C=C[C@]4(C)[C@@]3(F)[C@@H](O)C[C@]2(C)[C@@]1(O)C(=O)CO
1	1	13	-6	-3	-2	1	-13	-1	CCN(CC)C(=O)NC1CC(=O)N(c2ccc(OC)cc2)C1 (centres undefined)
2	-4	-11	-10	1	0	-5	-33[20 µM]	-13	COc1cccc(C(c2nnnn2Cc2ccccc2)N2CCN(C(=O)c3ccco3)CC2)c1OC (centres undefined)
3	-11	6	12	4	63*	85*	-6	-16	CC1(C)N([O-])c2cc([N+](=O)[O-])ccc2[N+]1=O
-5	-4	-9	-3	-2	nt	nt	-18	-10	N=C(c1cccc([N+](=O)[O-])c1)N1CCCCC1
-2	-1	2	-6	1	-1	2	-9	4	O=C(c1ccc(C(F)(F)F)cc1)C1CCCN(C(=O)CN2CCCC2=O)C1 (centres undefined)
-6	-23	-248	7	4	4	5	-20[20 µM]	-4	Cn1c(=O)c(-c2ccccc2)nc2ccccc21
-5	-1	10	-1	-1	-2	86	-20	-2	Cc1cc(OCC(=O)N(C)C2CCCCC2)ccc1Cl
-6	1	-1	-7	-1	-2	2	-24[20 µM]	-14	O[C@@H](CNC[C@H](O)c1ccccc1)c1ccccc1
-4	-1	15	-8	-7	0	-1	-3	6	COc1ccc(OCC(=O)N(Cc2ccco2)C2CCS(=O)(=O)C2)cc1 (centres undefined)
-8	-9	-25	-9	-6	1	-2	-12[20 µM]	2	COc1ccccc1CC(=O)N1CCCc2ccccc21
7	0	15	-16	-2	1	-8	-27	-8	Cc1ccc(C(=O)N2CCN(c3ccc(NC(=O)COc4ccccc4C)cc3)CC2)cc1

Structures from the list above that have a tert-butyl group, in the order listed:
RBBP9 inh	TbHK1 inh	Calpain2 inh	p47phox inh	p97 ATPase inh	Runt-CBFb FRET	Runt-SMMHC FRET	Furin inh	EBV gp42 inh	Molecule
-11	2	-19	-12	4	-1	-3	-20	-19	C=CCn1c(CCNC(=O)C(C)(C)C)nc2ccccc21
-7	-1	36	-3	-6	-2	-2	-14[20 µM]	-9	CCOc1cc(CNc2ccccc2)cc(Br)c1OCC(=O)NC(C)(C)C

Entries listed so far that contain four or more nitrogen atoms, in the order listed:
RBBP9 inh	TbHK1 inh	Calpain2 inh	p47phox inh	p97 ATPase inh	Runt-CBFb FRET	Runt-SMMHC FRET	Furin inh	EBV gp42 inh	Molecule
7	-9	9	-5	6	4	7	-13	-18	Cc1cc(C(=O)Nc2ncn(Cc3ccc(F)cc3)n2)ccc1[N+](=O)[O-]
-6	-11	4	-28	1	2	5	-18[20 µM]	-4	Cc1cccc[n+]1C1C(c2ccccc2)C(C#N)=C(C(=C=[N-])C#N)NC1(O)C1CC1 (centres undefined)
-6	-4	-5	0	6	0	3	4	2	Cn1c(SCC(=O)Nc2cccc(S(=O)(=O)NC3=NCCCCC3)c2)nnc1-c1ccccc1
-12	-7	-9	3	3	0	-6	-24	-8	CC(C)Sc1nc2c(cnn2-c2ccc(F)cc2)c(=O)[nH]1
1	-9	-3	-11	1	1	0	-11	-9	CCCCn1nnc(NC(=O)c2ccc(-c3ccccc3[N+](=O)[O-])o2)n1
2	-5	-20	-9	2	1	3	-29	-8	CCOC(=O)c1[nH]c(=O)[nH]c1CN(Cc1ccco1)Cc1[nH]c(=O)[nH]c1C(=O)OCC
2	0	-109	-14	2	0	3	-23[20 µM]	-2	Fc1ccc(-c2nnc(CSc3nnc(-c4cccs4)o3)o2)cc1
-8	-137	13	0	-1	2	0	3	-4	Cc1c(C(=O)/C=C/N(C)C)nnn1-c1ccc(Cl)cc1C#N
-8	5	-21	-20	6	-1	2	-25	-12	Clc1ccc(-c2nnc3sc(-c4ccccn4)nn23)cc1
2	-4	-11	-10	1	0	-5	-33[20 µM]	-13	COc1cccc(C(c2nnnn2Cc2ccccc2)N2CCN(C(=O)c3ccco3)CC2)c1OC (centres undefined)

Compound activity from PubChem.
